# SIAH1 antagonists: blockers of Siah-1 interaction with plectin peptide – biochemical, fluorescence polarization, rhodamine-plectin, uHTS, primary screen (AID 1817); Siah-1 / rhodamine-plectin peptide fluorescence polarization; higher % means a stronger effect; displacement, % at 20 µM, or IC50 in µM where a hit was titrated; 290,000 compounds, 0.02% hits;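 active means displacement of at least 50% at 20 µM, with a fluorescence ratio check between 0.3 and a set limit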;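 further: plate controls were Siah plus tracer with DMSO for no effect and tracer alone without Siah for full effect; strong numbers were not always called active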
# UTI89 phage lysis: protection from phage-mediated lysis, alamar blue read-out – E. coli UTI89, K1F phage, bacterial capsule biogenesis inhibitors (AID 488966); E. coli UTI89 K1F phage lysis, alamar blue, 2 h; higher % means a stronger effect; inhibition, % at 100 µM, or IC50 in µM where a hit was titrated; 340,000 compounds, 0.02% hits;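 active means phage lysis inhibition, versus mean bacterial control, above a set limit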;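 further: capsule biogenesis inhibitors block K1F phage lysis so surviving cells raise fluorescence; higher fluorescence means more inhibition of phage lysis; actives were called in the ten point dose series up to 300 µM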
# M1AAP inhibition: malaria alanyl aminopeptidase activity blockers – biochemical, fluorogenic H-Leu-NHMec substrate, 1536-well (AID 1445); recombinant M1AAP, H-Leu-NHMec fluorogenic kinetic assay; higher % means a stronger effect; inhibition, % at 30 µM, or IC50 in µM where a hit was titrated; 220,000 compounds, 0.42% hits;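 active means primary inhibition above the hit cutoff, then over 50% inhibition at one or more dose response concentrations, cut at about 23% in these data, passing the limit was not always enough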;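 further: plate controls were DMSO full reaction for no effect and no enzyme background for full effect; strong numbers were not always called active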
# XIAP antagonists: XIAP antagonists, biochemical, IAP family, fluorescence polarization (AID 1018); XIAP BIR domain, fluorescence polarization peptide displacement; higher % means a stronger effect; displacement, % at 20 µM; hits with a dose series show IC50 in µM; 200,000 compounds, 0.007% hits; in the data active means displacement above about 50%; further: a part of the inactive calls stands beside numbers as strong as those of hits
# TNAP activation fold: stimulation of alkaline phosphatase TNAP activity – biochemical, luminescent, no phosphate acceptor, uHTS, primary screen (AID 1001); activation fold at 20 µM, or EC50 in µM where a hit was titrated; purified TNAP, luminescent activation assay, no phosphate acceptor; higher activation fold means a stronger effect; 200,000 compounds, 0.03% hits; in the data active means activation fold from about 3, or a potency from the dose series; inactive means the rest, 99 in 100 with activation fold below about 1.6; further: many of its hits are not listed in these tables
# M17LAP inhibition: P. falciparum M17LAP inhibitors, primary screen, biochemical, fluorogenic H-Leu-NHMec substrate, 1536-well (AID 1619). recombinant M17LAP, H-Leu-NHMec fluorogenic kinetic assay; higher % means a stronger effect. one-dose inhibition, % at 30 µM; IC50 in µM for titrated hits. 220,000 compounds, 0.38% hits;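 active means compound inhibiting the enzyme by more than half at any dose during confirmatory dose-response retesting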;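 further: plate controls were full reaction with DMSO carrier for no effect and no enzyme background for full effect; strong numbers were not always called active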
# human PMI inhibition: MPI enzyme activity inhibition – biochemical, fluorescence intensity, coupled assay, primary screen (AID 1209) | purified PMI enzyme, coupled fluorescence intensity; higher % means a stronger effect | inhibition, % at 20 µM, or IC50 in µM where a hit was titrated | 190,000 compounds, 0.42% hits;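 further: plate controls were DMSO vehicle for no effect and wells lacking substrate for full effect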
# Lipid droplet: modulators of hepatic lipid droplet formation; inhibition, % at 6.5 µM; AML12 mouse hepatocytes, oleate lipid droplets, BODIPY imaging; 240,000 compounds, 0.4% hits; AID 1656;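 active means lipid droplet intensity inhibited by at least 50%, with more than 500 cells counted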
#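 Assay system: AML12 hepatocytes (mouse) / Also added: 100 µM oleic acid challenge / Times: overnight treatment with compound plus oleate / Detection: high-content imaging of BODIPY-stained droplets and DAPI nuclei / Evaluation: % inhibition of lipid droplet signal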
# PMI inhibition: human PMI inhibitors, high substrate, primary screen, biochemical, fluorescence intensity, high mannose 6-phosphate (AID 1220); recombinant PMI enzyme, coupled fluorescence intensity; higher % means a stronger effect; inhibition, % at 20 µM, or IC50 in µM where a hit was titrated; 190,000 compounds, 0.66% hits
# Lipid droplet cells 6.5 µM: also measured in Lipid droplet; calls as there; cell count; measured here: cell count, cytotoxicity flag;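 cells counted across two imaged fields per well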
# The depositor's hits bear a star; x = not tested or not shown; [ ] = another dose, or the depositor's remark. Unless noted, no stated cut-off is given here; in the data, active means inhibition above about 50%; inactive means the rest.
1	COc1ccc(NC(=S)N(CCc2c(C)[nH]c3ccccc23)Cc2cccnc2)cc1
2	Clc1cc2c(c(Cn3cnc4ccccc43)c1)OCOC2
3	COc1ccccc1/C=C/C(=O)OCC(=O)NCCC1=CCCCC1
4	COc1ccc(-c2cc(C(=O)Nc3nc4ccccc4s3)c3ccccc3n2)cc1OC
5	CCN(C(=O)c1cc2cc3ccc(C)cc3nc2o1)c1ccc(OC)cc1
6	O=C(CSCc1ccc(F)cc1)Nc1ccc(F)cc1
7	O=C(CCc1nnc(CCCc2ccccc2)o1)NCC(F)(F)F
8	COc1cccc(/C=C2\SC(=O)NC2=O)c1OCc1ccc(C(=O)O)cc1

screen / no.,1,2,3,4,5,6,7,8
SIAH1 antagonists,4%,-1%,4%,0%,4%,6%,4%,4%
UTI89 phage lysis,0.0%,0.7%,-0.5%,0.2%,1.1%,4.9%,0.3%,-1.8%
M1AAP inhibition,0%,1%,2%,2%,8%,0%,3%,10%
XIAP antagonists,-7.8%,-2.6%,-3.5%,-4.5%,-7.1%,1.6%,-3.2%,-5.0%
TNAP activation fold,1,1,1.1,1,1,1.1,1.1,1.1
M17LAP inhibition,8%,6%,2%,9%,5%,-14%,6%,3%
human PMI inhibition,-10%,-7%,20%,17%,23%,0%,17%,4%
Lipid droplet,-1,-7,17,-1,-2,-1,1,16
Lipid droplet cells 6.5 µM,700,716,676,767,611,719,694,717
PMI inhibition,-15%,-9%,20%,17%,20%,0%,13%,7%

9	COCCCNCCCOc1ccc(C(C)(C)c2ccccc2)cc1
10	COC(=O)c1sc2ccccc2c1N
11	CCCc1cc(=O)[nH]c(SCC(=O)N2CCN(S(=O)(=O)c3ccc(C)cc3)C2)n1
12	COC(=O)CSc1snnc1-c1ccc(Cl)cc1Cl
13	COc1ccccc1NC(=O)c1nn(-c2ccccc2)ccc1=O
14	CCCCNC(=O)CN1CCC2(O)CCCCC2C1c1ccccc1OC (stereo not given)
15	CCCCOc1ccc(Cc2c(COCC)[nH]c(=S)[nH]c2=O)cc1
16	Cn1c(=O)[nH]c(=O)c2c1nc(N1CCNCC1)n2Cc1cccc2ccccc12

screen / no.,9,10,11,12,13,14,15,16
SIAH1 antagonists,9%,-9%,6%,0%,5%,-6%,2%,-2%
UTI89 phage lysis,3.6%[50 µM],0.9%,-0.3%,0.8%,0.6%,1.1%,-0.2%,-0.5%
M1AAP inhibition,1%,1%,2%,-2%,3%,-2%,6%,6%
XIAP antagonists,-10%,-4.2%,-1.2%,-4.6%,-0.5%,-4.7%,-7.2%,-7.5%
TNAP activation fold,1.1,0.9,1.2,1.1,1.1,1.1,1,1
M17LAP inhibition,8%,-96%,-3%,8%,-9%,8%,0%,4%
human PMI inhibition,3%,-13%,-5%,12%,5%,-5%,4%,8%
Lipid droplet,4,-9,x,9,12,x,3,1
Lipid droplet cells 6.5 µM,697,642,x,803,660,x,720,725
PMI inhibition,4%,-38%,-3%,13%,6%,-6%,-5%,9%

17	Cc1cccc(NC(=O)CC(C)(C)C)c1
18	O=C(NC1CCc2ccccc21)c1cc(COc2ccc(F)cc2F)on1 (stereo not given)
19	CCCn1c(N)c(C(=S)NC(=O)C2CC2)c(=O)n(C)c1=O
20	CC(C)C1Cc2c(sc3c2c(=O)n(Cc2ccccc2)c2nncn32)CO1 (stereo not given)
21	O=C(COc1ccc(C(=S)N2CCOCC2)cc1)N1CCCC1
22	CCC(=O)Nc1cccc(Oc2nc(C)cc(C)c2C#N)c1
23	CCOc1ccc(-n2c(SCC(=O)Nc3cc(C)on3)nc3c([nH]c4ccccc43)c2=O)cc1
24	O=C1/C(=C\c2ccncc2)SC(=S)N1C1CCCCC1

screen / no.,17,18,19,20,21,22,23,24
SIAH1 antagonists,-3%,-3%,1%,-3%,-6%,-1%,-5%,3%
UTI89 phage lysis,1.3%,0.6%,1.4%[50 µM],1.1%,-0.1%,0.2%,0.1%,-0.8%
M1AAP inhibition,-6%,2%,2%,-4%,1%,-8%,-10%,1%
XIAP antagonists,-3.2%,-4.4%,-4.7%,-7.9%,-6.8%,-0.3%,-7.1%,-1.8%
TNAP activation fold,1.1,1,0.9,1,1.1,1.2,1.1,1.2
M17LAP inhibition,5%,-5%,11%,12%,0%,-24%,-5%,-9%
human PMI inhibition,13%,10%,13%,10%,6%,-3%,12%,6%
Lipid droplet,0,6,-5,3,-6,x,-18,1
Lipid droplet cells 6.5 µM,745,759,606,744,760,x,647,650
PMI inhibition,12%,2%,5%,6%,1%,-4%,2%,-2%

# Among those listed so far, these contain a thiophene ring, fused or not.
10	COC(=O)c1sc2ccccc2c1N
20	CC(C)C1Cc2c(sc3c2c(=O)n(Cc2ccccc2)c2nncn32)CO1 (stereo not given)

screen / no.,10,20
SIAH1 antagonists,-9%,-3%
UTI89 phage lysis,0.9%,1.1%
M1AAP inhibition,1%,-4%
XIAP antagonists,-4.2%,-7.9%
TNAP activation fold,0.9,1
M17LAP inhibition,-96%,12%
human PMI inhibition,-13%,10%
Lipid droplet,-9,3
Lipid droplet cells 6.5 µM,642,744
PMI inhibition,-38%,6%

# New compounds follow:
25	COc1ccc(-c2csc(NC(=O)c3ccc(OCC(=O)N4CCOCC4)c(OC)c3)n2)cc1OC
26	CN(C)c1ccnc2sc3c(NCC(O)CO)ncnc3c12 (stereo not given)
27	O=C(O)c1cccnc1SC1CC(=O)N(c2cccc(C(F)(F)F)c2)C1=O (stereo not given)
28	N#C/C(=C\c1ccc(Br)s1)C(=O)N1CCN(c2ccccc2)CC1
29	COc1ccc(-c2nnc(SCC(=O)N3CCCC(C)C3)o2)c(OC)c1 (stereo not given)
30	CC(C)c1ccc(C2CC(=O)N3CN(Cc4ccco4)CSC3=C2C#N)cc1 (stereo not given)
31	CCn1c(=O)cc(OCC(=O)Nc2cccnc2)c2ccccc21
32	CCC(c1nnnn1CCc1ccccc1)N(Cc1ccco1)Cc1cc2cc(C)cc(C)c2[nH]c1=O (stereo not given)

screen / no.,25,26,27,28,29,30,31,32
SIAH1 antagonists,-2%,0%,4%,-4%,-4%,6%,-4%,2%
UTI89 phage lysis,-0.4%,0.0%,-0.5%,0.1%,0.9%,0.2%,0.1%,0.4%
M1AAP inhibition,-1%,-3%,0%,17%,1%,8%,0%,8%
XIAP antagonists,-15%,-52%,-2.8%,-20%,3.3%,-3.0%,-5.7%,-1.8%
TNAP activation fold,1,1,1.1,1,1.1,1,1.1,1
M17LAP inhibition,-4%,19%,2%,5%,24%,-4%,-11%,8%
human PMI inhibition,7%,10%,-11%,13%,-4%,53%*,2%,8%
Lipid droplet,71*,6,-6,5,x,x,x,3
Lipid droplet cells 6.5 µM,650*,513,585,600,x,x,x,721
PMI inhibition,2%,3%,-30%,6%,-4%,76%*,0%,-6%

33	CC(=O)N1c2c(cc(Br)cc2S(=O)(=O)NCc2cccnc2)CC1C (stereo not given)
34	Brc1cnc(N2CCOCC2)nc1N1CCCCC1
35	O=C(CSc1nnc(-c2ccncc2)n1CCc1ccccc1)NCc1ccccc1
36	COc1ccc(-c2n[nH]c(C)c2-c2cc(OC)ccc2O)cc1
37	O=C(NC1(C(F)(F)F)NC(=O)N(c2ccccc2F)C1=O)c1ccncc1 (stereo not given)
38	Cc1ccc(NC(=O)COC(=O)c2ccc3c(c2)OCO3)cc1S(=O)(=O)N1CCCCC1
39	O=C(O)Cc1ccc(NC(=O)C(c2ccccc2)c2ccccc2)cc1
40	COc1ccc(-c2noc(-c3ccc(Br)o3)n2)cc1OC

screen / no.,33,34,35,36,37,38,39,40
SIAH1 antagonists,-2%,1%,-1%,-3%,2%,7%,2%,0%
UTI89 phage lysis,0.2%,-0.1%,0.2%,-0.1%,0.9%,4.3%,-0.8%,0.1%
M1AAP inhibition,-8%,12%,3%,4%,1%,0%,2%,-4%
XIAP antagonists,-4.8%,-6.9%,0.9%,-10%,-7.0%,-0.5%,-4.5%,-0.1%
TNAP activation fold,1.1,1.1,1.1,0.9,0.9,1.3,1.1,1.1
M17LAP inhibition,-5%,16%,15%,5%,-14%,-10%,9%,2%
human PMI inhibition,6%,1%,0%,17%,18%,18%,7%,4%
Lipid droplet,1,-9,0,-13,-1,11,0,-9
Lipid droplet cells 6.5 µM,781,715,720,775,626,566,694,674
PMI inhibition,1%,-1%,-2%,14%,12%,2%,5%,0%

41	COc1ccc(Cl)cc1NC(=O)NC(C)C
42	COc1ccc(C(=O)N(CN2CCCC2=O)c2nccs2)cc1OC
43	O=C(N/N=C1/CCS(=O)(=O)c2ccc(F)cc21)c1ccccn1
44	Cc1noc(C)c1S(=O)(=O)Nc1c(C)n(C)n(-c2ccccc2)c1=O
45	COc1cc(C)c(NC(=S)NCCCN2CCOCC2)cc1OC
46	Cc1ccc(-n2cnc(N)c2C(=O)c2cccc([N+](=O)[O-])c2)cc1
47	O=C(COc1ccccc1-c1ccccc1)NN=C1CCCC1
48	Cc1ccc(C(CC(=O)O)Nc2nc(N3CCCCC3)nc(N3CCCCC3)n2)cc1 (stereo not given)

screen / no.,41,42,43,44,45,46,47,48
SIAH1 antagonists,3%,-2%,2%,-1%,14%,2%,4%,1%
UTI89 phage lysis,0.4%,0.7%,-0.3%,-0.1%,-0.4%,1.3%,-1.5%,-0.3%
M1AAP inhibition,-13%,-1%,9%,-3%,1%,7%,8%,-1%
XIAP antagonists,-12%,-2.8%,-1.2%,-2.0%,-6.7%,x,-7.2%,-12%
TNAP activation fold,1.1,1,1.1,1.1,1,x,1.1,1.1
M17LAP inhibition,-5%,9%,4%,10%,8%,24%,2%,11%
human PMI inhibition,7%,-7%,-7%,10%,5%,x,-10%,12%
Lipid droplet,-25,x,-7,32,3,18,4,x
Lipid droplet cells 6.5 µM,666,x,684,818,697,672,708,x
PMI inhibition,4%,-4%,-7%,10%,11%,x,-8%,8%

49	CCOc1ccc(C(=O)CSc2nnc3ccccn23)cc1
50	CNC(=S)N1N=C(c2ccc(Br)cc2)CC1c1ccc(Br)cc1 (stereo not given)
51	CCN(CC)S(=O)(=O)c1ccc(-c2nnc(SCC(C)=O)o2)cc1
52	COCC(=O)Nc1nnc(C2CCCCC2)s1

screen / no.,49,50,51,52
SIAH1 antagonists,-3%,2%,2%,-1%
UTI89 phage lysis,0.0%,0.8%,-0.1%,0.1%
M1AAP inhibition,6%,-2%,27%*,-1%
XIAP antagonists,-5.5%,-15%,-6.6%,-9.6%
TNAP activation fold,1,1,1.3,1.2
M17LAP inhibition,1%,-2%,11%,0%
human PMI inhibition,-10%,2%,0%,18%
Lipid droplet,5,-4,x,7
Lipid droplet cells 6.5 µM,831,766,x,774
PMI inhibition,-12%,1%,-7%,4%

# Taken from above:
# In human PMI inhibition, cpd 52 shows 18%
# In PMI inhibition, cpd 51 shows -7%
# In M17LAP inhibition, cpd 49 shows 1%

# No enrichment for hits, and some 1.9% of all compounds hit somewhere here.
